Assay outcomes from PubChem.
Rpn11 inh: inhibitors of human proteasome Rpn11 | O00487 | human 26S proteasome, Ub4-pepOG fluorescence polarization; 20S core pre-blocked with epoxomicin | calls only at 20 µM | 0.59% of 360,000 active | AID 588493;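 active = inhibition at 20 µM, scaled to each plate's controls, above about 33%, limit read from the data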
MLLE-PAM2 inh: blocks PAM2 peptide binding to the PABP1 MLLE domain; 0.36% of 360,000 active; inhibition, % at 20 µM; GST-MLLE / FITC-PAM2 fluorescence polarization; in the data active = inhibition above about 35%, passing the limit was not always enough;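 note: plate controls were DMSO wells with GST-MLLE for no effect and wells lacking GST-MLLE protein for full effect; some results filed as inactive read as strong as hits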
MT1-MMP act inh: blocks activation of human MT1-MMP | GFP/RFP ratio change, % at 20 µM | 0.061% of 360,000 active | P50281 | HT1080 RFP-PRO-GFP cells, GFP/RFP ratio fluorescence, overnight; percent of plate control window, DMSO zero;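 active = GFP/RFP ratio change of at least 30% with cell ATP level not reduced by more than half and red fluorescence within 50% of control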; note: strong numbers were not always called active
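system = RFP-PRO-GFP reporter HT1080 cells | dosing = 20 µM single dose, 1% DMSO | timing = overnight cell settling, then overnight compound exposure, 37 °C, 5% CO2 | read-out basis = GFP/RFP fluorescence ratio | controls = DMSO and RFP-L50D-GFP cell wells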
CSN deneddyl inh: inhibitors of human CSN-mediated cullin deneddylation; Purified CSN, SCF-Nedd8-OG deneddylation, fluorescence polarization; AID 651999; inhibition, % at 12.5 µM; 0.38% of 360,000 active;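 active = pattern-corrected inhibition above about 35%, with an unprinted fluorescence ratio check between 0.5 and 1.5, limit read from the data, passing the limit was not always enough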;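 note: 0% = enzyme with substrate and 100% = substrate without enzyme; some results filed as inactive read as strong as hits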
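Assay system: purified human Csn5 enzyme expressed in HEK293T cells; measure: % inhibition; also added: SCFSkp2-Nedd8OG substrate at 10 nM final; technique: fluorescence polarization; times: reaction 90 min, room temperature; medium: Tris buffer pH 7.5, NaCl, DTT, Tween-20, trehalose, ovalbumin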
Rin1-Abl PPI inh: blocks binding of human Rin1 to Abl; P00519+Q13671; TR-FRET Rin1/Abl binding, biochemical; inhibition, % at 7.35 µM; 0.4% of 360,000 active; in the data active = inhibition above about 5%, passing the limit was not always enough
MsrA inh: bovine MsrA inhibition | purified bovine MsrA, absorbance read-out | AID 651718 | 0.75% of 360,000 active | inhibition, % at 15.5 µM; in the data active = inhibition above about 4.5%;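 note: 0% = vehicle wells with enzyme and 100% = reference inhibitor wells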
FAS-TE inh: FAS thioesterase (human) inhibition; AID 602261; 0.67% of 360,000 active; inhibition, % at 15 µM; recombinant FAS-TE, OMFH fluorogenic substrate, fluorescence endpoint; P49327;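 active = compounds whose normalised, plate-corrected inhibition of enzyme fluorescence in the single-dose primary screen is 50% or more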;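 note: 0% = DMSO with enzyme and 100% = substrate without enzyme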
E coli Lon inh: inhibitors of E. coli Lon protease | P0A9M0 | purified E. coli Lon protease, fluorescence polarization | inhibition, % at 7.94 µM | 0.42% of 360,000 active | AID 602123; in the data active = inhibition above about 13%, passing the limit was not always enough;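 note: 0% = enzyme with probe and DMSO and 100% = no enzyme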
MsrA act: activates bovine MsrA enzyme | purified bovine MsrA, absorbance read-out | 0.3% of 360,000 active | activation, % at 10.6 µM; in the data active = activation above about 7.5%;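 note: 0% = vehicle and 100% = reference activator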
* hit, by the source's call; i = inactive; nt = not tested or not shown.

SMILES	Rpn11 inh	MLLE-PAM2 inh	MT1-MMP act inh	CSN deneddyl inh	Rin1-Abl PPI inh	MsrA inh	FAS-TE inh	E coli Lon inh	MsrA act
Cc1ccnc(NS(=O)(=O)c2ccc(NC(=O)C3COc4ccccc4O3)cc2)n1 (configuration not stated)	i	13.7	6.6	2.4	1.3	-0.4	-3.9	0.3	-2.8
O=S(=O)(Nc1cc(C(F)(F)F)ccc1N1CCOCC1)c1ccc2ccccc2c1	i	8.2	-15.7	-1.2	-0.4	0.5	33.2	12.8	1.5
Cc1ccc(C)c(NC(=O)C(OC(=O)c2ccc(CO)cc2)c2ccccc2)c1 (configuration not stated)	i	6.5	-3.1	0.6	1.1	-0.8	-2.5	-4.1	-1.4
COc1ccc(S(=O)(=O)Nc2ccc(Oc3ncccn3)c(Cl)c2)cc1	i	-3.6	-5.0	14.9	-0.1	1.7	-4.0	-2.8	-0.1
S=C(Nc1ccccc1)N1CCN(C(=S)c2ccccc2)CC1	i	-91.2	1.6	-10.8	-1.4	0.2	-1.1	-0.8	-3.8
O=C(NCc1ccccc1)Nc1cccn(Cc2ccc(F)cc2)c1=O	i	5.1	-9.1	-2.9	0.5	-0.5	-2.4	-0.9	1.9
CC(=O)N(c1ccccc1)C1CC(C)N(C(=O)c2ccccc2)c2ccccc21 (configuration not stated)	i	13.0	0.9	0.1	1.9	0.3	-2.4	-1.8	-2.5
O=C(CCCCO)c1ccc(O)c(Cl)c1	i	-7.3	1.1	7.2	0.7	3.2	-7.3	4.9	-4.0
COc1ccc(S(=O)Cc2ccc(C(=O)NC3CC3)o2)cc1 (configuration not stated)	i	1.0	1.9	4.5	-1.8	0.1	-1.9	0.3	-5.2
O=C(CN1C(=O)NC2(CCCCCC2)C1=O)c1ccc(OC(F)F)cc1OC(F)F	i	10.8	-0.1	0.7	-0.3	-1.5	9.1	0.0	-2.1
C[C@H]1CN([C@@H](C)CO)C(=O)c2cc(Br)cnc2O[C@H]1CN(C)C(=O)c1ccccn1	i	3.2	0.4	8.6	-0.6	0.8	-8.9	-10.1	-3.5
O=C(CN1CCN(Cc2ccccc2)CC1)Nc1cccc(C(F)(F)F)c1	i	1.5	6.4	-4.3	2.5	-0.6	1.1	-8.4	-11.5
COC(=O)C1CN(Cc2ccccc2)C(=O)C1=O (configuration not stated)	i	4.3	-4.6	4.5	3.6	0.5	-5.5	-12.2	-4.5
O=C1CN(CC(=O)NC2CCCc3ccccc32)CCN1 (configuration not stated)	i	-17.2	3.7	-1.7	5.3	0.7	-7.2	4.8	1.9
Cn1c(CS/C(N)=N/N=C/c2ccccc2)c(Br)c(=O)n1-c1ccccc1	i	19.8	0.6	1.9	-0.4	-0.7	-8.2	5.1	-3.3
CCOc1ccc(-n2cnnn2)cc1S(=O)(=O)N1CCC(C)CC1C (configuration not stated)	i	-16.2	0.5	2.8	1.5	0.6	6.7	0.7	-2.2
CC(C)N1CCN(Cc2ccsc2)CC1CCO (configuration not stated)	i	4.5	2.3	-0.8	-1.3	-0.7	-7.5	-0.1	0.3
CCN1C(=O)/C(=C\N(C)C)NC1=S	i	26.6	4.6	2.2	-6.1	5.0*	0.7	-5.7	-7.4
COc1ccc(C(=O)Nc2ccc(NC(=O)Cc3ccccc3)cn2)cc1	i	8.9	1.9	-0.5	0.4	-0.7	-5.3	5.5	-2.5
O=C1c2cccc3c2N(CCC3)C(=O)C1(F)c1ccccc1 (configuration not stated)	i	-1.0	0.3	5.2	-2.5	1.1	0.8	-1.9	2.7
O=C(CN1CCCc2ccccc21)Nc1cccc(S(=O)(=O)N2CCCC2)c1	i	-6.7	-1.3	2.8	-0.7	-0.3	9.7	-37.8	-2.0
CCn1cc([N+](=O)[O-])c(C(=O)N2CCN(C(=O)c3ccco3)CC2)n1	i	13.6	2.5	-11.9	0.1	1.4	-6.3	2.5	-9.3
COc1ccccc1CNC(=S)Nc1ccc(F)cc1	i	-17.0	-2.0	0.6	-0.3	-0.3	-4.1	7.4	-1.5
CC(CN)(NS(=O)(=O)c1ccccc1)c1ccccc1 (configuration not stated)	i	5.3	-2.3	1.0	-1.1	0.8	-7.3	-8.0	-3.3
Cc1nnc(SCC(=O)Nc2nsc(-c3ccc(C(C)(C)C)cc3)n2)s1	i	7.5	-1.8	-1.5	-1.6	-0.1	1.9	-2.0	-3.5
COc1ccccc1C(=O)Nc1ccc2c(c1)nc1n2CCN(Cc2ccccc2)C1	i	-32.1	-3.6	2.7	0.9	-0.9	-2.5	-5.3	-1.7
COc1ccc(CN2CCNC(=O)C2CC(=O)N(C)CCC2CCOCC2)c(OC)c1 (configuration not stated)	i	13.7	-0.6	0.6	3.4	0.3	-4.0	4.0	-3.0
Cc1cccc(C)c1NC(=O)CN	i	15.8	0.9	-1.8	-1.9	0.8	-9.8	-11.0	-5.0
O=C(c1ccc(COc2ccccc2Cl)o1)N1CCOCC1	i	-12.3	3.4	-6.6	-0.9	0.8	-2.7	-12.1	0.5
CN(CC(=O)Nc1ccccc1Br)C(=O)Cn1[nH]c(=O)c2ccccc2c1=O	i	-2.1	-0.6	1.1	-1.6	0.6	-5.4	4.4	-6.4
CCCCNC(=O)C(CC)(ONc1ccccc1C(F)(F)F)c1ccccc1 (configuration not stated)	i	7.1	-6.1	-6.5	5.4	-0.3	18.0	2.0	-2.0
CCn1cc(C(=O)N2CCc3ccccc32)c(=O)c2cc(S(=O)(=O)N3CCCCCC3)ccc21	i	4.4	9.9	-0.9	-0.2	1.9	5.6	-1.6	-5.1
O=C(Nc1ccc(Cl)cc1Cl)C1CCC(=O)N1Cc1ccccc1Cl (configuration not stated)	i	7.0	1.9	-1.3	1.3	1.8	-12.2	2.6	-1.9
CC1=C(C(=O)N(C)C)CC(CC(=O)NCCCCc2ccccc2)C(=O)N1Cc1ccc(F)cc1 (configuration not stated)	i	-16.7	2.1	-2.1	-2.4	3.4	1.4	-10.8	-4.5
CCOC(=O)c1ccc(NC(=S)NCC(O)c2ccccc2)cc1 (configuration not stated)	i	31.1	3.0	-4.6	2.3	-0.6	-5.6	-2.2	-2.1
CC(C)C(NC(=O)Cc1ccccc1[N+](=O)[O-])C(C)C	i	-0.4	-2.6	1.8	2.7	-0.1	-7.2	-2.6	4.1
CCOc1ccccc1OCCC(=O)OCC(=O)Nc1c(C)cc(C)cc1C	i	-69.4	0.3	-1.1	2.0	-0.4	-3.6	-6.8	-2.4
CC(c1ccon1)N(C)Cc1cn(C)nc1-c1ccc2c(c1)OCCO2 (configuration not stated)	i	-2.3	11.2	2.0	1.6	1.5	-3.7	0.2	-8.9
CCCOc1cccc(C(=O)Nc2cccnc2)c1	i	6.9	18.3	-0.4	-2.8	-1.6	-10.9	2.6	-10.4
COC(c1ccccc1)c1nnc(CCC(=O)NC2CCCCC2)o1 (configuration not stated)	i	5.7	-1.3	-1.8	-0.8	0.6	-10.3	5.5	-0.5
CCOC(=O)C1CCN(Cc2cccc(OCc3ccccc3)c2)CC1	i	10.5	-0.8	2.0	-3.7	-0.4	3.1	5.0	-2.0
Cc1nc2cc(-n3ccc(=O)cc3)ccc2n1-c1ccccc1	i	-15.4	-1.2	8.1	-2.4	1.3	-6.4	5.0	1.8
COCON1C(=O)CN(C(C)=O)C1c1ccc(Cl)cc1Cl (configuration not stated)	i	0.0	1.7	1.7	1.9	0.2	-7.0	8.7	-3.6
CCOc1ccc(N2C(=O)CC(n3ccc(C)n3)C2=O)cc1 (configuration not stated)	i	1.6	-2.4	-2.7	1.4	0.6	-5.8	0.3	-0.6
O=C(NCC(c1ccco1)N1CCCC1)c1sc2ccccc2c1Cl (configuration not stated)	i	-5.9	0.7	-2.0	-0.8	-0.4	2.2	-5.1	1.7
O=C(Nc1cc(Cl)ccc1Cl)C1CCCO1 (configuration not stated)	i	-3.0	-3.1	-0.4	1.9	0.3	-3.6	16.9	-3.6
COc1cc2c(cc1OC)C(c1ccco1)CC(=O)N2 (configuration not stated)	i	-14.8	-3.3	2.2	-1.0	0.2	-1.3	-13.2	-0.3
CC(=O)c1c(C)nc(C)nc1NC(=O)Cc1ccccc1	i	3.5	3.1	0.1	-1.7	-0.6	-12.0	-5.0	-3.8
CC(C)(C)NC(=O)C(=O)NC(=O)c1c(F)cccc1Cl	i	-5.4	6.6	-0.2	nt	-0.8	-4.8	nt	nt
CCn1c(SCC(=O)OC2CCCCC2)nc2ccccc2c1=O	i	-1.2	5.0	-2.1	1.5	1.2	23.6	5.0	-10.2
Cc1onc(-c2c(F)cccc2Cl)c1C(=O)N[C@@H]1C(=O)N2C(C(=O)O)C(C)(C)S[C@H]12 (some centres not stated)	i	15.1	-1.6	-0.2	3.4	0.1	-3.7	-1.0	1.8
CSc1nc2cc3c(cc2n1C(=O)c1ccc(C)cc1)OCCO3	i	-12.0	3.7	-2.1	-1.8	-1.3	4.6	-11.4	-3.5
CCCOC(=O)CSC1=C(C#N)C(c2ccccc2OCC)C(C#N)C(=O)N1 (configuration not stated)	i	17.8	-4.0	1.8	-16.6	1.1	-7.0	-6.7	-6.5
O=C1CCCCC1c1cccc2ccccc12 (configuration not stated)	i	-0.9	-5.6	-1.4	-0.1	0.0	-8.7	-9.7	-4.0
Cn1c(=O)n(CCCOc2ccc(Cl)cc2)c2ccccc21	i	0.8	0.2	-2.1	-0.7	-0.1	19.8	0.3	-1.1
CCC(C)(C)n1nnnc1C(c1ccc(O)c(OC)c1)N1CCN(c2nc3ccccc3s2)CC1 (configuration not stated)	i	19.4	1.1	1.7	3.4	-0.2	6.3	4.8	4.4
CCCn1c(N)c(N(CCOC)C(=O)c2ccc(N(C)S(=O)(=O)c3ccc(C)cc3)cc2)c(=O)[nH]c1=O	i	-21.5	3.4	-5.7	-1.1	-0.5	-1.5	1.9	-7.7
CCN(CC(=O)Nc1cc(Cl)ccc1C)C(=O)CN1C(=O)NC(CC)(c2ccccc2)C1=O (configuration not stated)	i	-3.2	-4.3	-1.1	2.8	-0.3	-0.9	-5.3	-1.8
O=C(COC(=O)/C=C/c1cccc(C(F)(F)F)c1)NCc1ccc(F)cc1	i	14.1	2.0	-1.3	-0.5	0.6	-4.2	14.8	-1.0
